Screens: PubChem BioAssay, several laboratories
TLR9-MyD88 inh – TLR9-MyD88 interaction inhibition. hit rate 0.21% among 340,000. Q9NR96+Q99836. CHO BLA complementation TLR9-MyD88, CCF4 FRET ratio. inhibition, % at 4.98 µM. AID 504734;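 active means inhibition above the mean over all tested compounds plus 3 SD, cut at about 21% in these data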;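 further: 0% = DMSO only wells and 100% = clavulanate BLA inhibitor control wells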
TWEAK Fn14 block – blocks TWEAK-Fn14 interaction in a reporter cell assay; TWEAK-stimulated Fn14 reporter cells, luciferase luminescence, 8 h; inhibition, % at 10 µM; hit rate 2% among 360,000; AID 1159606; in the data active means inhibition above about 50%
SRC2 inh – inhibits human steroid receptor coactivator 2 | hit rate 0.17% among 370,000 | HEK293 GAL4-SRC2 luciferase reporter, luminescence | Q15596 | inhibition, % at 9 µM;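 active means inhibition above the mean inhibition of all tested compounds plus 3 SD, set per campaign, cut at about 52% in these data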;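 further: 0% = DMSO treated cells and 100% = cells given Gossypol at 36 µM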
TROY signal inh – blocks TROY-dependent signaling in reporter cells; Q293 LMP1-TROYcd NF-kB luciferase reporter, 4 h; inhibition, % at 10 µM; hit rate 0.98% among 360,000; AID 1347056;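 active means compounds whose plate-normalised and pattern-corrected inhibition of the luciferase reporter signal at the single screening dose is 50% or more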
Exocytosis inh – lytic granule exocytosis inhibition | TALL-104 LAMP-1 surface exposure, flow cytometry; cells stimulated with thapsigargin and PMA | inhibition, % at 10 µM | hit rate 0.66% among 360,000;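 active means inhibition above about 55%, limit read from the data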
ABHD5-PLIN5 inh – blocks binding of human ABHD5 to perilipin-5. Q00G26+Q8WTS1. Split G. princeps luciferase complementation, luminescence, 4 h. inhibition, % at 4 µM. hit rate 0.78% among 360,000. AID 602281;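 active means inhibition above the mean inhibition across every tested compound plus 3 SD, cut at about 22% in these data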;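 further: 0% = DMSO only wells and the 100% control is not disclosed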
SRC1 inh – inhibitors of human steroid receptor coactivator 1 (SRC1). Q15788. HEK293 GAL4-SRC1 luciferase reporter, luminescence. inhibition, % at 3.6 µM. hit rate 0.12% among 360,000. AID 588354;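 active means inhibition above the campaign mean plus 3 SD, with each screening campaign given its own cutoff, cut at about 60% in these data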;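 further: 0% = DMSO treated cells and 100% = gossypol at 36 µM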
NCOA3 inh – inhibits human SRC3 coactivator; AID 588352; hit rate 0.17% among 360,000; HEK293 GAL4-SRC3 luciferase reporter, luminescence; inhibition, % at 3.6 µM;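 active means inhibition above a per-campaign cutoff, the mean of all compounds plus 3 SD, cut at about 60% in these data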;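 further: 0% = DMSO-treated cells and 100% = gossypol-treated cells at 36 µM; higher means less SRC3-driven luciferase light from the GAL4 reporter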
Target sequence (Q9Y6Q9 whole entry, looked up, the tested form may be a part): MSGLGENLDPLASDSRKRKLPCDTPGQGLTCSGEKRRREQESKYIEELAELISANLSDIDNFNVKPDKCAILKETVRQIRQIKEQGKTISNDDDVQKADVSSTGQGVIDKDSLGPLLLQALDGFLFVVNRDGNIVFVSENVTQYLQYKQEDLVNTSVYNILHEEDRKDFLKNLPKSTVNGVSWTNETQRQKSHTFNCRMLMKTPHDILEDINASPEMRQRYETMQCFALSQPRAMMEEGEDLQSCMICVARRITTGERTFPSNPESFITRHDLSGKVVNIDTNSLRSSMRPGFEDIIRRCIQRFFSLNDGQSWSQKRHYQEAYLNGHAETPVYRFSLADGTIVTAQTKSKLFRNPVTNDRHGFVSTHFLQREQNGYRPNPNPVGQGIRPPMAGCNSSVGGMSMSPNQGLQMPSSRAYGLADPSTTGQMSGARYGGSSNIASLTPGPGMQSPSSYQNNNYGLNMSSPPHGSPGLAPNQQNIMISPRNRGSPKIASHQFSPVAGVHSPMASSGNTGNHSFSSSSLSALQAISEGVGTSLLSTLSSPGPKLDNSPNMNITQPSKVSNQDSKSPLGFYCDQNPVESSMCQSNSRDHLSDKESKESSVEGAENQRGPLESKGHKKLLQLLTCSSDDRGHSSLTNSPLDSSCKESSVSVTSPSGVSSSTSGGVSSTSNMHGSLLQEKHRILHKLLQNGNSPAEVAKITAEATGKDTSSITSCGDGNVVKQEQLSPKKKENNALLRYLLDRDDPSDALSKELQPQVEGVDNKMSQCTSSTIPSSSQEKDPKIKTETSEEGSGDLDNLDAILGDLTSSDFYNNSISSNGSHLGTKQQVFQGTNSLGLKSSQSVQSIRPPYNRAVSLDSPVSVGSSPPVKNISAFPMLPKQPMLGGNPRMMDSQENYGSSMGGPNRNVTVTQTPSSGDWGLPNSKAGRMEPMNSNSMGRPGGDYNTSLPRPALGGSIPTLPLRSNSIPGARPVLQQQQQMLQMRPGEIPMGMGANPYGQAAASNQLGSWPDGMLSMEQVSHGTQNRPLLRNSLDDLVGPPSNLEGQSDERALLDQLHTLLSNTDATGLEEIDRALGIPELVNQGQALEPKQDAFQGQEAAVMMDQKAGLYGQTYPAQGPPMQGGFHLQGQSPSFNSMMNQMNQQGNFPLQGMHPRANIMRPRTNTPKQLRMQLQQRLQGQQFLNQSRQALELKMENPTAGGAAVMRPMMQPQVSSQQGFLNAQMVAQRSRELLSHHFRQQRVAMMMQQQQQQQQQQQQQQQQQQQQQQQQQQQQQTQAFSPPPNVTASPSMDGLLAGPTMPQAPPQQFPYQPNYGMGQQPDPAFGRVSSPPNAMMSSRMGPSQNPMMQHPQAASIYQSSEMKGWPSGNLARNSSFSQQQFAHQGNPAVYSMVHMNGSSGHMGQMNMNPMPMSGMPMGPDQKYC
NOD2-RIPK2 inh – NOD2-RIPK2 protein interaction inhibition. hit rate 0.38% among 360,000. inhibition, % at 4.98 µM. O43353. CHO BLA complementation NOD2-RIPK2, CCF4 ratio; in the data active means inhibition above about 21%;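 further: 0% = vehicle only and 100% = reference blocker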
NR5A2 inv ag – inverse agonists of human LRH-1 (NR5A2). hit rate 0.13% among 360,000. AID 602396. HEK293T StAR-luciferase reporter, LRH-1 transfected, 24 h. inhibition, % at 3.6 µM;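 active means inhibition above the mean inhibition of all tested compounds plus 3 SD, cut at about 73% in these data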;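 further: 0% = DMSO wells and 100% = reporter-only cells lacking LRH-1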
NR2F2 inh – blocks human COUP-TFII nuclear receptor | P24468 | HEK293T NGFI-A luciferase reporter, luminescence | inhibition, % at 8.6 µM | hit rate 0.7% among 370,000 | AID 686940;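 active means inhibition above a per-plate cutoff, mean inhibition of test wells between control levels plus 3 SD, cut at about 38% in these data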;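 further: cells cotransfected with COUP-TFII expression vector driving the NGFI-A reporter; 0% = median of COUP-TF2 test wells and 100% = reporter-only cells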
Starred values were filed as active, the others as inactive; nt = no result given. These rows are one share of the data; the hit share may differ from the screen's.

SMILES | TLR9-MyD88 inh | TWEAK Fn14 block | SRC2 inh | TROY signal inh | Exocytosis inh | ABHD5-PLIN5 inh | SRC1 inh | NCOA3 inh | NOD2-RIPK2 inh | NR5A2 inv ag | NR2F2 inh
CC(C)C[C@@H](CN)NC(=O)c1nc[nH]c1C(=O)N[C@@H](Cc1c[nH]c2ccccc12)C(=O)CNC[C@H](C)NC(=O)c1nc[nH]c1C(=O)N[C@@H](CC(=O)O)C(=O)O | 0 | 9 | -13 | -1 | -1 | 10 | -2 | -24 | -8 | -2 | 1
Cc1nc2c(-c3ccc(F)cc3)c(C)nn2c(C)c1CCC(=O)Nc1ccc(F)cc1F | -5 | -19 | 2 | 2 | -3 | 6 | -16 | -1 | -1 | -15 | 23
CC(=O)c1c(C)oc2ccc(N(C(C)=O)S(=O)(=O)c3ccc(Cl)c([N+](=O)[O-])c3)cc12 | -7 | 42 | -58 | 88* | 13 | -4 | 4 | 1 | -2 | -4 | -7
COc1ccc(NC(=O)CSc2ncnc3[nH]ncc23)cc1 | -3 | -7 | 6 | 16 | -2 | -1 | 7 | -4 | 1 | 41 | -2
C[C@H](CO)N1C[C@H](C)[C@@H](CN(C)C(=O)NC2CCCCC2)Oc2ccc(NC(=O)c3ccncc3)cc2C1=O | -5 | 17 | -6 | -13 | 4 | -3 | -10 | -9 | -7 | -14 | 5
CN=C1S/C(=C\c2ccc(OCC(=O)OC)c(OC)c2)C(=O)N1C | -3 | -28 | 7 | -7 | 12 | -7 | -63 | 4 | -2 | -11 | -18
Nc1ccccc1CNc1nc(NCCO)nc2c1ncn2CCN1CCOCC1 | -6 | -23 | -25 | -4 | 10 | 1 | -8 | -7 | -5 | 13 | -2
CCCCNC(=S)N(C)/N=C/c1ccc2c(c1)OCO2 | 3 | -3 | -2 | -5 | 1 | 1 | 8 | 11 | -3 | -1 | -1
Cc1ccc(C)c(NS(=O)(=O)c2cc(C(N)=O)ccc2C)c1 | -2 | -5 | 4 | 3 | 0 | 4 | 4 | 13 | 9 | -11 | 4
COc1cccc(CNC(=O)Cn2ccc3cc(S(=O)(=O)N4CCC(C)CC4)ccc32)c1 | -2 | -6 | 16 | 5 | 0 | -5 | -4 | 10 | 5 | 7 | -3
CC(C)(C)C1CCc2c(sc(NC(=O)C3CC=CCC3C(=O)O)c2C#N)C1 (stereo not given) | -4 | 27 | 8 | 56* | 0 | -10 | 11 | 6 | -4 | -1 | 13
O=C(N/N=C/c1cccnc1)C(O)(c1ccccc1)c1ccccc1 | -4 | 3 | -2 | -2 | -2 | 1 | -4 | 9 | -4 | 7 | -4
O=C1Nc2c(Cl)cc(Cl)cc2C1=O | 1 | -23 | -23 | 10 | 26 | -9 | -9 | -16 | -1 | 3 | 7
CCCS(=O)(=O)NC(=O)C1(C)CCCN(C(=O)c2ccc(C(=O)OC)cc2)C1 (stereo not given) | nt | 3 | 6 | 6 | -2 | 0 | 0 | -10 | 5 | -19 | 0
Cc1ccccc1S(=O)Cc1ccc(C(=O)NC2CC2)o1 (stereo not given) | -1 | 1 | 0 | -29 | -7 | -3 | 1 | -3 | -7 | 1 | -32
CCCOc1ccc(/C=N\NC(=O)CCc2n[nH]c(=O)[nH]c2=O)cc1OC | -3 | -7 | 1 | -5 | 3 | -12 | -11 | 17 | 2 | -14 | -5
O=C(c1ccccc1F)N1CCN(c2ccc([N+](=O)[O-])c(NCc3cccnc3)c2)CC1 | nt | 72* | 7 | 15 | -4 | 3 | -6 | -15 | 2 | 22 | -13
COc1ccc(C(=O)NCC(=O)N/N=C/c2cn(C)c3ccccc23)cc1OC | -4 | -4 | -23 | -10 | 1 | -7 | -15 | 9 | -3 | 25 | 0
CCC(C)C(CO)NCCCn1cnc2c(OC)ncnc21 (stereo not given) | -3 | 5 | 6 | -9 | 0 | 2 | -30 | -13 | -23 | 11 | -2
O=C(NCc1ccc(F)cc1)c1cccs1 | 8 | -13 | -14 | -2 | 1 | -6 | -24 | -15 | -12 | 14 | -15
CC(=O)c1ccc2c3c(ccc([N+](=O)[O-])c13)CC2 | 0 | -20 | -6 | 7 | 3 | 0 | 1 | 6 | 2 | -10 | -3
CC(=O)Nc1ccc(C(=O)NNC(=O)Cc2ccccc2)cc1 | 0 | 12 | -10 | -3 | -4 | 0 | -12 | 4 | 4 | 1 | 5
COc1ccc(CCNCC(O)Cn2c3ccccc3c3ccccc32)cc1OC (stereo not given) | 0 | 7 | -8 | -29 | 18 | 22* | -8 | 17 | -1 | 15 | -16
CCOC(=O)C1(CC2CCCCO2)CCN(S(=O)(=O)c2cc(C)cs2)CC1 (stereo not given) | 6 | -1 | 2 | -1 | 0 | -1 | -76 | 1 | -1 | 1 | 12
O=S(=O)(c1ccc(F)c(Cl)c1)N1CCCC1 | -7 | -9 | -10 | -34 | 2 | 3 | 14 | -17 | -5 | -13 | 20
O=C1CC(SC2=NCCS2)C(=O)N1c1ccc(Cl)cc1 (stereo not given) | 0 | -4 | -7 | 3 | 7 | 4 | -10 | 15 | -7 | 1 | 2
c1ccc(C2CNCCc3ccccc32)cc1 (stereo not given) | 7 | 10 | -1 | 6 | -7 | 4 | 1 | 6 | 0 | 23 | -11
O=C(Cn1cnc2c(NC(=O)OCc3ccccc3)ncnc21)NCc1ccccn1 | 2 | -11 | -19 | -2 | 5 | 6 | -12 | -12 | -10 | -5 | -4
C=CCSc1nnc(-c2cc3c(-c4ccccc4)nn(C)c3s2)n1C | -5 | 8 | -7 | -7 | 0 | 5 | 18 | 5 | 2 | 18 | 4
O=c1[nH]c(/C=C/c2cccnc2)c([N+](=O)[O-])c(=O)[nH]1 | -12 | 2 | -14 | -22 | 0 | 40* | -8 | 16 | -4 | 4 | -12
Clc1ccc(OCCCCCN2CCOCC2)cc1 | -6 | -3 | -25 | 1 | 2 | -4 | -4 | -7 | -5 | -8 | -18
Cc1nc(-c2ccc(NC(=O)c3ccccc3)cc2)cs1 | -5 | 68* | -31 | 19 | 5 | 0 | -93 | -57 | -1 | -124 | -2
CCCc1[nH]nc2c1C(c1ccc(OC(=O)N3CCOCC3)c(OC)c1)C(C#N)=C(N)O2 (stereo not given) | 5 | -12 | 0 | -5 | 0 | -7 | 0 | 14 | 0 | 7 | 3
CC(=O)N1CCN(C(=S)Nc2ccc(SC(F)F)cc2)CC1 | -2 | 14 | -14 | -9 | -4 | -3 | -6 | 9 | 0 | 0 | 2
Cc1ccc(S(=O)(=O)CCC(=O)OCC(=O)c2ccc(C)c(C)c2)cc1 | -7 | -5 | 14 | 13 | -1 | -4 | -5 | 6 | -2 | -8 | 21
CS(=O)(=O)c1ccc(Cl)c(NC(=O)CSc2nnc3n2CCCCC3)c1 | -5 | -16 | -28 | 2 | -2 | -8 | -2 | -5 | -10 | 1 | -14
CCCN(CCC)S(=O)(=O)c1ccc(C(=O)Nc2c(C)n(C)n(-c3ccccc3)c2=O)cc1 | -3 | 12 | -4 | 20 | 0 | 2 | -11 | 18 | 1 | -15 | 6
O=C(CN1CCN(CN2C(=O)NC3(CCCCCC3)C2=O)CC1)Nc1cccc(F)c1 | 0 | -10 | -3 | 0 | -7 | 8 | 10 | 1 | -10 | 4 | -1
CC(=O)Nc1ccc(NC(=O)CCC(=O)Oc2ccc(C)cc2)cc1 | -5 | 6 | -13 | 8 | 5 | 8 | -11 | 11 | -11 | -3 | -9
CCN(CC)S(=O)(=O)c1ccc(S(=O)(=O)N2CCN(CCC#N)CC2)cc1 | -15 | -17 | -29 | -9 | -1 | 4 | 6 | -3 | -14 | -16 | 3
COc1ccc(CC(=O)NNC(=O)CSc2nc(C)c(C)c(=O)[nH]2)cc1 | -6 | 13 | 3 | -3 | 2 | -1 | -4 | 9 | 6 | -3 | -4
Cc1ccc(N2CC(C(=O)N3CCCCCC3)CC2=O)cc1 (stereo not given) | 2 | 9 | -9 | -7 | -5 | 3 | -47 | 3 | -2 | -4 | -2
Cc1cc(NC(=O)c2c(-c3ccccc3Cl)noc2C)no1 | 3 | 9 | -28 | 2 | 7 | 1 | 13 | 8 | -11 | -3 | -1
CCN(CC)c1nc(=S)nc(NC(C)(C)C)[nH]1 | -1 | 0 | nt | -1 | -2 | 2 | 14 | 21 | -7 | 8 | nt
CCCCC(=O)NC(c1ccco1)c1cc(Cl)c2cccnc2c1O (stereo not given) | 1 | 26 | -22 | 21 | 0 | 7 | 18 | 33 | -112 | 22 | 9
CC(=O)c1c(C)[nH]c(C(=O)CN2CCN(S(=O)(=O)c3ccccc3)CC2)c1C | 6 | 8 | 26 | 10 | 0 | 2 | 2 | 16 | 1 | 8 | 9
CSc1ccccc1NC(=O)C1(C)CCN1C(=O)CCC1CCCC1 (stereo not given) | nt | 17 | -50 | 2 | -1 | 4 | -8 | 0 | 4 | -5 | -2
COc1ccc2nc(Cl)c(C3CC(c4ccco4)=NN3C(=O)CCCC(=O)O)cc2c1 (stereo not given) | 1 | 2 | -4 | -9 | -4 | 3 | -8 | 17 | -4 | -32 | -2
COc1ccc(-c2c(-c3cc(OC)cc(OC)c3)n(C)c3ccc(-c4ccc5[nH]ccc5c4)cc23)cc1 | 8 | 0 | -4 | -8 | -6 | -6 | -10 | 4 | 8 | -25 | -9
Cc1cccc(C)c1OCc1nnc(SCC(=O)Nc2nccs2)n1-c1ccccc1 | 1 | 13 | -12 | 2 | -3 | 5 | 17 | 10 | -2 | -11 | 9
COc1ccc(CCN(C)C(=O)c2cccc(S(=O)(=O)NCc3ccccc3)c2)cc1OC | -1 | 8 | -28 | -12 | 27 | -2 | -9 | 1 | 4 | 4 | -15
COc1ccc(NC(=O)CS(=O)CC(=O)Nc2ccc(-n3cnnn3)c(C)c2)cc1 (stereo not given) | 7 | 12 | -10 | -7 | -6 | 12 | -5 | 4 | -8 | 3 | -9
N#CCC(=N)N1CCN(c2ccc(Cl)cc2)CC1 | 1 | 8 | -8 | 3 | 8 | -3 | 0 | 5 | -3 | -3 | 30
C/C(=N\Nc1ccc(F)cc1F)c1ccc(N2CCOCC2)cc1 | 0 | 6 | -30 | 6 | -3 | 1 | -16 | -8 | -9 | -8 | -5
O=C(N/C(=C/c1ccc(Br)cc1)c1nc2ccccc2[nH]1)c1ccco1 | 7 | -18 | -41 | -44 | 2 | -1 | -36 | 7 | 1 | 5 | -17
O=C(NOC(=O)c1ccccc1F)c1ccc(OC(F)F)cc1 | 5 | -10 | -23 | -24 | -1 | 3 | 4 | 8 | 0 | 1 | -9
c1ccc(C2=NN(c3ccccc3)CC2)cc1 | -4 | -24 | -48 | -59 | -3 | -5 | -71 | -51 | -18 | -88 | -36

2 records picked at random from those above:
SMILES | TLR9-MyD88 inh | TWEAK Fn14 block | SRC2 inh | TROY signal inh | Exocytosis inh | ABHD5-PLIN5 inh | SRC1 inh | NCOA3 inh | NOD2-RIPK2 inh | NR5A2 inv ag | NR2F2 inh
O=C(N/N=C/c1cccnc1)C(O)(c1ccccc1)c1ccccc1 | -4 | 3 | -2 | -2 | -2 | 1 | -4 | 9 | -4 | 7 | -4
C[C@H](CO)N1C[C@H](C)[C@@H](CN(C)C(=O)NC2CCCCC2)Oc2ccc(NC(=O)c3ccncc3)cc2C1=O | -5 | 17 | -6 | -13 | 4 | -3 | -10 | -9 | -7 | -14 | 5
